HTR5A inv ag – HTR5A inverse agonists in luminescence cell assay, primary screen, counter-screen for OPRM1-OPRD1 heterodimer inverse agonist project, full-deck HTS; actives 0.083% (n = 340,000); 5-hydroxytryptamine receptor 5A (Homo sapiens), P47898; inhibition, % at 9.3 µM; HTR5A cell line, inverse agonism; in the data active = inhibition mostly above about 23%, no sharp cut-off; inactive = mostly below about 18%;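 note: 0% = cells with DMSO and 100% = no-cell wells with DMSO; some compounds called inactive have numbers as strong as hits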
MITF TRPM1 HTS – activators of MITF-driven TRPM1 promoter reporter, primary screen, cell-based, SK-MEL-5, luciferase, single point. actives 0.75% (n = 300,000). activation, % at 12.5 µM. SK-MEL-5 TRPM1-promoter luciferase, 24 h; % of positive control, neutral wells = 0;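 active = mean activation of at least 80% with every replicate also reaching 80%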;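 note: 0% = neutral control wells and 100% = parthenolide positive control wells; values of inactives mirror those of a sister screen read the other way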
SR-BI DiI inh – inhibitors of SR-BI mediated HDL lipid uptake, primary screen, ldlA[mSR-BI] cells, fluorescence, single point; Scavenger receptor class B member 1 (Mus musculus), Q61009; ldlA[mSR-BI] CHO cells, DiI-HDL uptake fluorescence, 3 h; inhibition, % at 12.5 µM; actives 0.96% (n = 320,000); AID 488896, 2010;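 active = mean replicate inhibition of at least 70% and a set share of replicates each scoring 70 or more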;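 note: 0% = median of neutral control wells and 100% = median of positive control wells; values of inactives mirror those of a sister screen read the other way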
HTR5A ag ctr – HTR5A agonists in luminescence cell assay, primary screen, counter-screen for OPRM1-OPRD1 heterodimer agonist project, full-deck HTS; cell-based; AID 504692, 2011; actives 0.61% (n = 340,000); activation, % at 9.3 µM; in the data active = activation mostly above about 9.5%, no sharp cut-off; inactive = mostly below about 7.6%;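 note: 0% = cells with vehicle only and 100% = reference agonist; strong numbers were not always called active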
PvdQ inh – P. aeruginosa PvdQ acylase inhibitors, primary screen, biochemical, fluorescence, plate reader and imaging, single point; PvdQ acylase [Pseudomonas aeruginosa LESB58]; purified PvdQ acylase; inhibition, % at 10 µM; actives 0.063% (n = 340,000); AID 488965, 2010; in the data active = inhibition above about 30%, passing the limit was not always enough;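 note: 0% = vehicle neutral wells and 100% = reference inhibitor wells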
V-ATPase pH – regulators of yeast V-ATPase proton pumping, primary screen, pHLuorin cytosolic pH fluorescence. S. cerevisiae. response, % at 10 µM. actives 0.37% (n = 350,000). AID 504577, 2011; in the data active = response mostly above about 7.3%, no sharp cut-off; inactive = mostly below about 5.4%; note: actives read high; inactives centre near 0; some compounds called inactive have numbers as strong as hits; reference of the scale not given here
NSD2 HMT inh – NSD2 histone methyltransferase inhibitors, primary screen, biochemical, AlphaScreen, single concentration, set 2; Histone-lysine N-methyltransferase NSD2 (Homo sapiens), O96028; NSD2 peptide methylation, 120 min; inhibition, % at 12.5 µM; actives 0.54% (n = 310,000); in the data active = inhibition above about 50%
Target sequence (O96028 whole entry, looked up): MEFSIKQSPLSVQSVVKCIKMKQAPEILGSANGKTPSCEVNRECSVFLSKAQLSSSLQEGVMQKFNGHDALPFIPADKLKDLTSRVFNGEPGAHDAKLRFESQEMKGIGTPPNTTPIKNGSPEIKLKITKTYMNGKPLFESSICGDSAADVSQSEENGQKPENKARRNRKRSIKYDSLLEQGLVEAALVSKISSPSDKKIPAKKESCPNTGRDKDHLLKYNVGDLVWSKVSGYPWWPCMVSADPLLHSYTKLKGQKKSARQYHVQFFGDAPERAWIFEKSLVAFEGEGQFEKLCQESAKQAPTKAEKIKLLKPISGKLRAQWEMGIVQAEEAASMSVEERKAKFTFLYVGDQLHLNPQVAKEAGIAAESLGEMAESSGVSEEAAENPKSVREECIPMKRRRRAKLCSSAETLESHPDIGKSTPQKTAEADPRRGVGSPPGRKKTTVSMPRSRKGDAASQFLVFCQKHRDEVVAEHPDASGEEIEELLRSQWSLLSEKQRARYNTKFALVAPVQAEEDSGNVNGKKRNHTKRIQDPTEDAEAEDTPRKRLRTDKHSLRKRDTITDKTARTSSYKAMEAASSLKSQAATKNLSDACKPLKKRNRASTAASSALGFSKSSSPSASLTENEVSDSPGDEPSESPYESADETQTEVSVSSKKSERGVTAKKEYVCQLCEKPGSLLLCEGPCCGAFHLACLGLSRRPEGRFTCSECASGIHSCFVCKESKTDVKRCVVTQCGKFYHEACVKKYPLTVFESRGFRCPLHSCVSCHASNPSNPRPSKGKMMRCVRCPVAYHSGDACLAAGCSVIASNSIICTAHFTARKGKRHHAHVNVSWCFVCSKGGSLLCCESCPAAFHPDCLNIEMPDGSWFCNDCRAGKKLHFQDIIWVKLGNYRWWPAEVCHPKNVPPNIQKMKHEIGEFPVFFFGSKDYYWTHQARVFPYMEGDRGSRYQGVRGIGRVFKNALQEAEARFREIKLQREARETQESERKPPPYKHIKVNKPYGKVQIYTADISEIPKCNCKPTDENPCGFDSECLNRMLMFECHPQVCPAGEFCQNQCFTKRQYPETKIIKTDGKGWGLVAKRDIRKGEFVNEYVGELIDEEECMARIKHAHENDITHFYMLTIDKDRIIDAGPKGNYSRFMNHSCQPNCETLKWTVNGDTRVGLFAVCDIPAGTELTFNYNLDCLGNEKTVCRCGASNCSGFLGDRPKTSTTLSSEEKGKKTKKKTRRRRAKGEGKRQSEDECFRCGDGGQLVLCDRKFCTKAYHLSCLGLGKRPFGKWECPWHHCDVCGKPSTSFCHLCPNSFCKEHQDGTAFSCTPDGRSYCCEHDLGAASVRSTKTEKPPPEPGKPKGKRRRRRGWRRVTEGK
dFosB activator – activators of delta FosB homodimer, primary screen, biochemical, fluorescence polarization, TAMRA-CDK5 oligo, single point | activation, % at 25 µM | actives 0.99% (n = 340,000) | purified delta FosB; percent of positive-control signal above neutral wells | Protein FosB (Mus musculus), P13346;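 active = mean activation above about 17%, with every replicate also reaching it, limit read from the data, passing the limit was not always enough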;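 note: fluorescence polarization rise as delta FosB binds a TAMRA Cdk5 AP-1 oligo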
Wnt bcat act – Wnt/beta-catenin pathway activators, primary screen, cell-based, plate reader, single point; actives 1.2% (n = 300,000); AID 743398, 2014; activation, % at 9.35 µM; Wnt/beta-catenin reporter cell assay, activator; in the data active = activation above about 30%, passing the limit was not always enough;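 note: 0% = neutral control wells and 100% = positive control wells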
CDK5 inh – inhibitors of human CDK5/p35 kinase, primary screen, biochemical, single concentration; actives 0.01% (n = 330,000); inhibition, % at 10 µM; Recombinant CDK5/p35, ADP-Glo luminescence, 60 min;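 active = highest replicate inhibition of at least 50% and at least 75% of replicates reaching 50%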;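 note: plate controls were DMSO neutral control for no effect and GW8510 at 10 µM for full effect; many of its hits are not listed in these tables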
* hit, by the source's call; . = no result given.

SMILES | HTR5A inv ag | MITF TRPM1 HTS | SR-BI DiI inh | HTR5A ag ctr | PvdQ inh | V-ATPase pH | NSD2 HMT inh | dFosB activator | Wnt bcat act | CDK5 inh
CCCc1nc(SCC(=O)N2CCCc3ccccc32)c2c(=O)n(C)c(=O)n(C)c2n1 | -14 | . | 29 | 5 | -3 | 3 | . | 1 | . | 0.6
N#CCC(=O)NNc1c([N+](=O)[O-])cc(C(F)(F)F)cc1[N+](=O)[O-] | . | . | 1 | . | -13 | 5 | 10 | -5 | -4 | -1.6
O=C(COC(=O)c1ccc([N+](=O)[O-])cc1Cl)Nc1cccnc1Cl | -11 | 5 | -12 | 4 | -7 | 3 | 3 | -1 | 7 | 0.7
COC(=O)c1ccc(NS(=O)(=O)c2ccc(-c3cc(C)no3)s2)cc1 | -1 | 7 | -3 | 0 | -2 | 2 | 1 | 4 | 0 | .
O=C(CC1SC(=Nc2ccc(O)cc2)NC1=O)Nc1ccccc1 (centres undefined) | 0 | 3 | . | -5 | 7 | 7 | -1 | 0 | . | -0.6
C[C@H]1CCC(=O)N([C@H](COc2ccccc2)Cc2ccccc2)CC1 | 10 | 7 | 16 | 5 | 1 | 0 | . | -6 | -2 | -0.5
Cc1cc(=O)oc2cc(OCC(=O)N3CCOCC3)ccc12 | -20 | -6 | 45 | 0 | -9 | 1 | -4 | -6 | . | 3.7
O=C(O)COc1c(-c2ccc(Cl)cc2)oc2ccccc2c1=O | 4 | -7 | 4 | -2 | 3 | 3 | -3 | -7 | -9 | -12
CC12C=CC(=O)C=C1CCC1C3CCC(O)(C(=O)CO)C3(C)CC3OC312 (centres undefined) | -40 | 1 | -29 | -4 | -9 | -3 | -3 | 4 | -3 | -1.2
CCn1c(C(Cc2ccccc2)NC(=O)COC)nc2ccccc21 (centres undefined) | 13 | -8 | -23 | 1 | 2 | -3 | . | -2 | -2 | -0.2
CCOC(=O)c1nc2sc3c(c2c(=O)[nH]1)CCC(C)C3 (centres undefined) | -3 | 10 | . | 4 | -12 | -1 | 2 | -7 | -2 | -1.1
Cc1ccc(-c2nc3ccccc3[nH]2)cc1NC(=O)/C=C/c1ccco1 | 1 | 44 | 30 | -2 | 5 | -9 | 1 | -7 | . | -0.4
O=C(NC(=O)c1ccccc1)Nc1cccc(S(=O)(=O)N2CCCCC2)c1 | 9 | -14 | 18 | -2 | -4 | 1 | -3 | -3 | -2 | 0.0
O=C(Nc1nc2c(F)cccc2s1)c1ccc([N+](=O)[O-])o1 | -20 | . | -2 | 0 | 4 | 8 | . | -3 | 0 | 4.2
Cc1cccc(N(CC(=O)NCc2ccc3c(c2)OCO3)C(=O)CCC(=O)Nc2ccccn2)c1C | -10 | . | 13 | 5 | -16 | 0 | 2 | 2 | -4 | 0.2
COc1ccc(COC(=O)N/N=C(\C)CC(=O)Nc2ccc(Cl)cc2)cc1 | -4 | -3 | 10 | 6 | -4 | 4 | -1 | -11 | 0 | -9.2
O=C(COc1ccccc1)NNC(=O)COc1ccc([N+](=O)[O-])cc1 | 0 | 7 | 0 | 0 | -3 | 0 | 1 | 5 | -7 | -0.4
COc1ccc(NC(=S)N2CCC(C(=O)c3ccc(F)cc3)CC2)cc1 | 1 | 2 | 40 | 0 | -18 | 3 | 0 | -9 | -1 | -3.9
Cc1ccc(-c2noc(CN(C(=O)C34CC5CC(CC(C5)C3)C4)C(C)C)n2)cc1 | -27 | -5 | -8 | -3 | -16 | -4 | -6 | 5 | -5 | -1.3
O=C1CC(N2CCN(Cc3ccccc3)CC2)C(=O)N1CCc1ccccc1 (centres undefined) | -11 | -9 | -15 | 0 | -13 | 3 | 2 | -4 | . | 1.4
CCC(SC1=N/C(=C/c2ccccc2)C(=O)N1c1ccccc1)C(=O)Nc1cc(C)on1 (centres undefined) | -8 | 5 | -15 | 3 | 7 | -3 | -3 | -7 | -5 | 1.0
Cc1ccc2oc3c(c(=O)c2c1)C(c1cccs1)N(CCCN(C)C)C3=O (centres undefined) | -10 | 3 | -3 | -3 | -10 | 2 | . | -3 | . | -0.6
CCOC(=O)N1CCN(C(=O)CN(c2ccc3c(c2)OCO3)S(C)(=O)=O)CC1 | 20 | 1 | -30 | -8 | 3 | -2 | 0 | -2 | . | 0.8
O=C(NNC(=O)c1cccnc1)Nc1ccc([N+](=O)[O-])cc1 | -9 | -1 | -15 | 3 | -8 | -2 | -1 | 5 | -2 | -1.4
CC(C)OC(=O)/C(C#N)=C/c1cn(Cc2ccccc2)c2ccccc12 | 9 | 11 | 7 | 1 | 8 | -2 | 0 | 0 | 6 | 0.1

Reprinted from the part before: three compounds, followed by the next part.
SMILES | HTR5A inv ag | MITF TRPM1 HTS | SR-BI DiI inh | HTR5A ag ctr | PvdQ inh | V-ATPase pH | NSD2 HMT inh | dFosB activator | Wnt bcat act | CDK5 inh
CCOC(=O)N1CCN(C(=O)CN(c2ccc3c(c2)OCO3)S(C)(=O)=O)CC1 | 20 | 1 | -30 | -8 | 3 | -2 | 0 | -2 | . | 0.8
O=C(NNC(=O)c1cccnc1)Nc1ccc([N+](=O)[O-])cc1 | -9 | -1 | -15 | 3 | -8 | -2 | -1 | 5 | -2 | -1.4
CC(C)OC(=O)/C(C#N)=C/c1cn(Cc2ccccc2)c2ccccc12 | 9 | 11 | 7 | 1 | 8 | -2 | 0 | 0 | 6 | 0.1
O=C(Nc1ccnn1C1CCN(Cc2ccccc2OC(F)F)CC1)c1cccnc1 | 0 | 6 | 2 | 4 | 13 | 0 | 3 | -7 | -2 | -1.6
CC(C)(C)[C@@H]1COC(=O)[C@@H](Cc2ccc(F)cc2)CC/C=C\C[C@@H](CC(=O)N(CCO)Cc2ccccc2)C(=O)N1 | 8 | -5 | -5 | -1 | -14 | -3 | . | -7 | 0 | -0.6
O=C(CSc1cccc[n+]1[O-])c1cccs1 | 5 | 5 | -29 | -2 | -11 | 1 | -5 | -5 | 0 | 0.2
N#Cc1ccccc1NC(=O)C1SC(=Nc2ccccc2)C(C(=O)Nc2ccc(Cl)cc2)=C1N (centres undefined) | 0 | -70 | 108* | 0 | -5 | 5 | . | -6 | -1 | -0.2
CN1CCN(C2=Cc3ccc(Cl)cc3Sc3ccc(F)cc32)CC1 | 2 | 13 | -23 | 3 | -2 | 6 | 12 | -2 | . | 1.6
C=CCn1c(-c2cccn(Cc3ccc(Cl)cc3Cl)c2=O)n[nH]c1=S | 4 | . | . | -1 | 9 | 7 | -1 | -3 | . | 0.4
CC(C)n1c(SCC(=O)Nc2ccccc2N2CCCCC2)nc2c1c(=O)n(C)c(=O)n2C | -10 | -2 | 49 | -2 | -9 | -1 | -2 | -13 | . | 1.3
COc1cccc(CN(C)C(=O)c2cccc(S(=O)(=O)N3CCN(c4ccccc4)CC3)c2)c1OC | -3 | -13 | 48 | 1 | 6 | 1 | . | -7 | -1 | 0.5
O=C(Nc1ccc(Cl)c(Cl)c1)c1ccc(Cn2cc(Cl)cn2)cc1 | -7 | 75 | 36 | 1 | -2 | -4 | -4 | -5 | -24 | 1.6
Cc1cc(C)nc(CCNC(=O)c2cc(COc3c(C)cccc3C)on2)n1 | 1 | 24 | 13 | -1 | -20 | 2 | -4 | 3 | 8 | 0.8
CCC(C)NC(=O)Cn1c(=O)n(CCCC(=O)NCc2ccccc2Cl)c(=O)c2ccccc21 (centres undefined) | 0 | 4 | 5 | 1 | -12 | -4 | 1 | 20* | 0 | -4.0
COc1ccc(CNC(=O)c2ccc(NC(=O)C3CCCO3)cc2)cc1 (centres undefined) | -7 | . | -7 | 3 | -7 | 1 | . | 4 | 2 | -0.9
COc1ccc(OC)c(S(=O)(=O)N2CCC(C(=O)NC3CCCCCC3)CC2)c1 | -3 | -4 | . | 1 | -7 | 0 | -3 | -4 | 19 | -2.2
Cc1ccnc2nc(C(=O)Nc3nnc(CC(C)C)s3)nn12 | 13 | -1 | 13 | 2 | 0 | 2 | -3 | -4 | . | -2.2
O=C(CNC(=O)c1ccc(Cl)cc1)NCCCn1ccnc1 | -1 | . | -3 | 0 | -10 | -3 | -1 | -11 | -4 | -1.6
Cc1n[nH]c(C)c1S(=O)(=O)NCCc1ccc(Cl)cc1 | 12 | -4 | 4 | 1 | 2 | 3 | -1 | 8 | . | -1.9
O=C(OCC(=O)N1CCOCC1)c1cc(S(=O)(=O)N2CCOCC2)c(Cl)cc1Cl | -5 | 4 | 1 | 0 | 0 | -2 | -3 | -1 | -1 | -0.5
Cn1c(=O)c2[nH]cnc2n(C)c1=O | -18 | 6 | 3 | 2 | -4 | 7 | . | -3 | -1 | -1.2
CCn1c(=O)c(C(=O)Nn2c(C)nc3ccccc3c2=O)c(O)c2ccccc21 | 23 | -9 | -20 | -11 | -8 | -3 | 1 | 2 | -2 | -0.4
C[C@H](CO)N1C[C@H](C)[C@@H](CN(C)Cc2ccncc2)Oc2c(NS(=O)(=O)c3ccc(F)cc3)cccc2C1=O | -7 | 2 | -17 | 2 | -15 | 0 | . | -6 | -2 | 1.4
CCCCOC(=O)c1ccc(NC(=O)C(CCS(C)(=O)=O)NC(C)=O)cc1 (centres undefined) | 9 | 5 | -14 | 1 | -6 | 10 | 0 | -5 | -2 | 0.8
Cc1ccc(C(=O)Nc2ccccc2C(=O)NCc2ccco2)cc1S(=O)(=O)N1CCCCC1 | 0 | . | 1 | 0 | -8 | -8 | 0 | -3 | 7 | 0.0
CCc1cccc(NC(=O)CN(C)S(=O)(=O)c2cccc3nsnc23)c1 | -33 | -4 | 16 | 6 | -8 | -1 | 6 | -7 | -2 | 1.1
Cn1cc(Cl)c(C(=O)OCC(=O)Nc2ccccc2)n1 | 19 | 0 | -3 | -8 | 3 | -6 | -1 | -4 | . | -0.5
CC(=O)c1cccc(NC(=O)c2ccc(N(Cc3ccccc3C)S(C)(=O)=O)cc2)c1 | -14 | -2 | 65 | 5 | -5 | -5 | . | -9 | . | -0.9

New compounds follow
SMILES | HTR5A inv ag | MITF TRPM1 HTS | SR-BI DiI inh | HTR5A ag ctr | PvdQ inh | V-ATPase pH | NSD2 HMT inh | dFosB activator | Wnt bcat act | CDK5 inh
CCCn1c(N)c(C(=O)CN2CCc3ccccc3C2)c(=O)n(C)c1=O | -22 | -10 | -25 | -2 | -7 | 1 | 0 | -3 | -2 | 1.3
CCC1CCCCN1CCCNC(=O)Cn1c(=O)c2cccn2c2cccnc21 (centres undefined) | 0 | 6 | 5 | 3 | -3 | -2 | -1 | -7 | -1 | -4.3
Cc1nn2c(nc(N3CCOCC3)c3ccccc32)c1C=C(C#N)C#N | -2 | -7 | -8 | -2 | -3 | -3 | -3 | 0 | 0 | 0.0
Cc1nnc(NC(=O)c2oc3c(ccc4ccccc43)c2C)s1 | -10 | -19 | 43 | 1 | 1 | -5 | 1 | -16 | 7 | 0.4
O=C(CCn1c(=O)c2cccn2c2ccc(F)cc21)NCCc1ccccc1 | 1 | 4 | 14 | 0 | -4 | 2 | 0 | -9 | 0 | 0.2
CC(=O)c1ccc(N2CCN(c3ccnc4cc(Cl)ccc34)CC2)cc1 | 10 | -2 | 16 | -4 | -28 | -1 | 4 | -6 | -4 | 1.6

Screening results as filed in PubChem BioAssay.
